GC-A act: GC-A (human) enzyme activation; HEK293 GC-A cells, cGMP TR-FRET, EC30 ANP; 0% at EC30 ANP, 100% saturating ANP; AID 1671463; P16066; actives 0.14% (n = 370,000); activation, % at 10 µM; in the data active = activation above about 40%
Target sequence (P16066 whole entry, looked up): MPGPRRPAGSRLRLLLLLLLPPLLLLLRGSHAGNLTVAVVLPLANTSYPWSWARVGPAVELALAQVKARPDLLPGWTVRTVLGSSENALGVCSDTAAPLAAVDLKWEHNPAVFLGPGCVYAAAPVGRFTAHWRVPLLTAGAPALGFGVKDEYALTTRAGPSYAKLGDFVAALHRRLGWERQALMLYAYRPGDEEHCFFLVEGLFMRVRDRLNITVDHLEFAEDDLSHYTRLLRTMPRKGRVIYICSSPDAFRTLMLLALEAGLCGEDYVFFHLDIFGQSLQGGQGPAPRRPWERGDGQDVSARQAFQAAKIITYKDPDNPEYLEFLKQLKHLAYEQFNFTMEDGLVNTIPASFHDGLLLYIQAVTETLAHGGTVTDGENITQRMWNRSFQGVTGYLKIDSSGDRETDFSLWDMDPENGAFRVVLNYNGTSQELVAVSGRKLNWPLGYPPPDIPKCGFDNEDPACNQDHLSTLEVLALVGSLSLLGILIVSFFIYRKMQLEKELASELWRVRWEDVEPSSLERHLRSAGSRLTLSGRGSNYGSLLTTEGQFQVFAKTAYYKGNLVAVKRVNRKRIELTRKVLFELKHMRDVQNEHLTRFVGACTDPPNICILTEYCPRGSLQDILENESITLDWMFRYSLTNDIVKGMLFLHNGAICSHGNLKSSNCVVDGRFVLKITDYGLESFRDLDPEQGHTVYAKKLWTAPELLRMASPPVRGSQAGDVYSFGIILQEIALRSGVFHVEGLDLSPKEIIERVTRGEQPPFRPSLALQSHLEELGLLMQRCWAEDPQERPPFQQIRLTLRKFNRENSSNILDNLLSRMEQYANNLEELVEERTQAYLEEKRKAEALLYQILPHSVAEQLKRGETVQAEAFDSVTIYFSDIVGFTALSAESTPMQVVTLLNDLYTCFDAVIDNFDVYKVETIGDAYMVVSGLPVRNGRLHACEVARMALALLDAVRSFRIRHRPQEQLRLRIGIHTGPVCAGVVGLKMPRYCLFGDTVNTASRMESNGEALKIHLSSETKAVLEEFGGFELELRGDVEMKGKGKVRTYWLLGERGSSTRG
ADAM10 inh: inhibitors of human ADAM10 | inhibition, % at 7 µM | recombinant ADAM10, EDANS/DABCYL FRET peptide cleavage, 3 h | actives 0.62% (n = 370,000) | O14672 | AID 720582;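 active = inhibition above a per-campaign cutoff equal to the mean of compounds falling between control-based bounds plus 3 SD, cut at about 20% in these data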;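 note: 0% = DMSO wells while the 100% control is not disclosed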
hgDAF-12 ag: activates the H. glycines DAF-12 receptor ligand-binding domain. AID 687014. HEK293 GAL4-hgDAF12 UAS-luciferase reporter, agonist luminescence; normalized to butyrate control. actives 1.8% (n = 370,000). activation, % at 6.8 µM;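 active = activation above a cutoff set at the mean of all screened compounds plus 3 SD, cut at about 10% in these data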;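 note: 0% = DMSO wells and 100% = sodium butyrate wells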
DAX1 inh-1: DAX1 (NR0B1) inhibition, primary screen; HEK293T StAR-luciferase reporter, SF-1/DAX-1 repression relief; inhibition, % at 6.8 µM; actives 1.1% (n = 370,000); AID 652010;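 active = inhibition above the mean over all tested compounds plus 3 SD, cut at about 3.6% in these data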;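 note: 0% = DAX-1 cells with DMSO and 100% = cells lacking DAX-1 with DMSO; higher inhibition means more luminescence from relief of DAX-1 repression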
DAX1 inh-2: inhibits human nuclear receptor DAX1. AID 504766. HEK293 Gal4-DAX1 luciferase reporter, luminescence. inhibition, % at 6.75 µM. actives 0.99% (n = 340,000). P51843;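 active = inhibition above the mean over all tested compounds plus 3 SD, cut at about 4.2% in these data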;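 note: 0% = DAX1-transfected cells with DMSO and 100% = empty-vector control cells with DMSO; inhibition shows as a rise in luminescence from relieved DAX1 repression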
sPLA2-III inh: Blocks human group III sPLA2 activity. QFRET BODIPY PC-A2 liposome hydrolysis, fluorescence. inhibition, % at 12.2 µM. actives 0.56% (n = 370,000);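 active = inhibition above mean plus 3 SD of compounds lying within the high and low control bounds, cut at about 19% in these data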;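 note: 0% = median of test compound wells and 100% = no enzyme DMSO wells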
NPR2 activator: GC-B (human) receptor activation. HEK293-GC-B cells, CNP EC30, cGMP TR-FRET; 0% at EC30 CNP, 100% saturating CNP. activation, % at 10 µM. actives 0.11% (n = 370,000). AID 1920062;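 active = activation at 10 µM reaching about 35% in either raw or pattern-adjusted values, limit read from the data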
FXN GAA850 act: frataxin GAA850 promoter activation; HEK293 lucGAA850 FXN promoter luciferase reporter, 24 h; percent of 10 µM SAHA response; activation, % at 6 µM; actives 0.56% (n = 360,000); AID 540364;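 active = activation above the average of all compounds screened plus 3 SD, cutoff fixed separately per campaign, cut at about 7.5% in these data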;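 note: 0% = DMSO wells and 100% = 10 µM SAHA wells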
SMARCA2 activ: increases SMARCA2 function in MMTV reporter cells; AID 652017; actives 1% (n = 370,000); MG213 cells, MMTV-luciferase reporter, dexamethasone, overnight; activation, % at 9.1 µM; in the data active = activation above about 7.8%;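 note: 0% = vehicle wells and 100% = reference activator wells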
ssDAF12 agonist: activators of S. stercoralis DAF-12 nuclear receptor; HEK293 ssDAF-12/GRIP1 lit1-tk-luc reporter, luminescence; % of 3 µM dafachronic acid response; activation, % at 6.8 µM; actives 1% (n = 370,000);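 active = activation above the mean over all tested compounds plus 3 SD, cut at about 0.9% in these data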;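 note: 0% = DMSO-only wells and 100% = 3 µM delta7-dafachronic acid wells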
hcDAF-12 act: activates DAF-12 receptor from parasite H. contortus | activation, % at 6.8 µM | actives 1.4% (n = 370,000) | HEK293 hcDAF-12 lit1-tk-luc reporter, luminescence; 0% DMSO, 100% Δ7-dafachronic acid;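 active = activation above the mean of all tested compounds plus 3 SD, cut at about 5.5% in these data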;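 note: 100% = response to 3 µM Δ7-dafachronic acid high control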
An asterisk follows results filed as active; / = no result given.

SMILES | GC-A act | ADAM10 inh | hgDAF-12 ag | DAX1 inh-1 | DAX1 inh-2 | sPLA2-III inh | NPR2 activator | FXN GAA850 act | SMARCA2 activ | ssDAF12 agonist | hcDAF-12 act
COCCCC1CCN(C(=O)C2CCC(=O)N(C3CCCCCC3)C2)CC1 (centres undefined) | 0 | 3 | -1.2 | -0.8 | 0.3 | 5 | 0 | -0.8 | 2 | -1.5 | -1.3
N/C(=N\S(=O)(=O)c1ccc(Cl)s1)c1ccccc1 | -9 | -25 | 1.9 | -1.6 | 0.1 | -10 | -6 | 1.1 | 0 | -1.2 | -1.2
COc1ccc(CNc2ccc(Cl)cc2)cc1Cn1ccnc1 | -1 | 4 | -1.9 | -0.4 | -1.3 | -26 | -4 | 1.6 | -3 | -1.0 | -2.2
CCN(CC)S(=O)(=O)c1ccc(-c2nnc3sc4cccc(C)c4n23)cc1 | 1 | 4 | 5.5 | -0.2 | -2.5 | 5 | 1 | 0.9 | -3 | 0.6 | 7.1*
O=[N+]([O-])c1cccc(CNc2ccc3c(c2)CCC3)c1 | 4 | 6 | 3.2 | -0.6 | 1.1 | 11 | 3 | 2.5 | 0 | -1.7 | -1.9
CSc1ncc(C(=O)Nc2ccc(C(C)=O)cc2)c(-c2ccccc2)n1 | 6 | -20 | -0.1 | 0.1 | 0.5 | -2 | 1 | 2.5 | 2 | -0.4 | 1.4
CCOC(=O)COc1ccc(C)cc1-c1ccno1 | 1 | 2 | 4.5 | -0.4 | 0.0 | -1 | -3 | 2.0 | 2 | -1.5 | 0.8
O=C(NCc1cccs1)C(=O)NCC(c1ccco1)N1CCN(c2ccccc2)CC1 (centres undefined) | 0 | 6 | -1.8 | -0.6 | -1.3 | 1 | -3 | -0.9 | -7 | -1.7 | -2.2
O=C(CSc1ccccc1)OCC(=O)N1CCN(C(=O)c2ccco2)CC1 | -4 | -11 | 1.1 | -0.8 | 1.3 | 0 | 0 | 1.2 | -1 | -0.8 | -2.0
Cc1ccc2cc(/C=N/NC(=O)CN3CCCCC3)c(Cl)nc2c1 | 7 | -4 | 5.7 | 1.4 | -0.1 | -2 | 3 | 1.3 | 3 | -0.8 | -0.3
Cc1ccsc1C(C(=O)NC1CCCCC1)N(C(=O)c1csnn1)C1CC1 (centres undefined) | -9 | -5 | -2.7 | -0.8 | 1.2 | 3 | -2 | 0.9 | -1 | -0.8 | -1.7
CCCCCC(=O)N1CCCCC1 | 1 | 3 | -0.8 | -0.1 | 1.3 | 0 | -4 | 0.1 | -1 | -1.5 | -0.1
CC(=O)Nc1cccc(C(=O)OC(C)C(=O)NC(=O)NC2CCCCC2)c1 (centres undefined) | 0 | -1 | -0.5 | -2.9 | 1.9 | -6 | 0 | 0.3 | -2 | -1.3 | -1.4
CCc1nc(Nc2ccc3c(c2)OCCO3)c2oc3ccccc3c2n1 | 15 | -47 | -4.2 | -2.1 | -0.9 | -9 | 9 | -1.7 | -4 | -2.2 | -3.9
NS(=O)(=O)c1ccc(CCNC(=O)c2ccc3c(c2)N(Cc2ccccc2)CCS3)cc1 | -10 | -210 | 0.3 | -2.0 | -0.3 | 0 | -8 | -1.8 | 2 | -1.5 | -1.5
COCCNC(=O)C1CCCN(C(=O)c2ccnc(Cl)c2)CC1 (centres undefined) | 0 | 3 | 1.2 | 0.5 | / | 6 | 4 | 0.8 | 0 | -0.7 | 0.6
CCN(CC)S(=O)(=O)c1ccc2c(c1)nc(CCC(=O)Nc1cccc(C(F)(F)F)c1)n2CC | -8 | 17 | -4.0 | -0.9 | -0.3 | -59 | -6 | 0.3 | -1 | -1.7 | -1.3
O=C1CSC(c2ccccc2F)N1c1ccccc1 (centres undefined) | 1 | -5 | -4.0 | -0.1 | -1.3 | 5 | 3 | -1.0 | -1 | -1.2 | -1.2
O=C(NN1C(=O)C2C(C1=O)C1C=CC2C12CC2)c1cccnc1 (centres undefined) | 2 | 0 | -0.1 | 0.5 | 1.9 | 4 | 2 | -1.1 | 1 | -1.4 | -0.1
CC(C)C(=O)Nc1nc(-c2ccccc2)ns1 | 0 | 0 | 5.6 | 1.2 | 0.6 | 4 | 5 | 4.8 | 3 | 0.1 | 2.7
CN(C)S(=O)(=O)c1ccc(N2CCCC2)c(C(=O)NCc2ccc(Cl)cc2)c1 | 1 | 2 | -1.7 | -0.7 | 0.1 | -5 | 4 | -1.7 | -3 | -1.6 | -2.2
Cc1ccc2c(c1)S(=O)(=O)c1ccc3ccccc3c1N2 | 4 | -52 | 1.3 | -1.4 | 0.1 | 4 | 6 | 0.2 | -1 | -1.5 | -1.5
CCOC(=O)c1ccc(NC(=S)N2CCN(C(=O)C3CCCO3)CC2)cc1 (centres undefined) | 3 | -10 | -2.5 | 0.3 | 0.7 | -7 | 7 | 0.8 | -1 | -1.1 | 3.6
COc1ccccc1CNCC(=O)Nc1ccc(C(F)(F)F)cc1 | -2 | 9 | -3.3 | 0.1 | 2.1 | 14 | -2 | 1.9 | 2 | -0.4 | -0.5
CCOC(=O)C1CCCN(C(=O)C2CCN(S(=O)(=O)c3cccs3)CC2)C1 (centres undefined) | -1 | -2 | 2.6 | -0.8 | 0.2 | -2 | 0 | 2.3 | -1 | -1.6 | -2.6

Remaining list, next part:
SMILES | GC-A act | ADAM10 inh | hgDAF-12 ag | DAX1 inh-1 | DAX1 inh-2 | sPLA2-III inh | NPR2 activator | FXN GAA850 act | SMARCA2 activ | ssDAF12 agonist | hcDAF-12 act
COc1ccccc1-c1cn[nH]c1-c1ccc(OCc2ccccc2)cc1O | -2 | 5 | -0.5 | -0.4 | -2.5 | -22 | -3 | 0.3 | -3 | -1.1 | -0.4
O=C(c1ccc(F)c(S(=O)(=O)N2CCOCC2)c1)N(c1ccccc1)c1ccccn1 | 6 | 12 | -0.2 | -1.2 | -0.6 | 3 | 5 | -0.6 | 5 | -1.1 | -1.5
CC(C)NS(=O)(=O)c1ccc(CCC(=O)N2CCC(C(N)=O)CC2)cc1 | 1 | 1 | -3.9 | 0.3 | -1.0 | -5 | 0 | 2.7 | -2 | -1.1 | 1.4
Cc1cccc(NC(=S)N2CCN(c3ccc(F)cc3)CC2)c1 | -1 | 16 | -0.3 | -0.9 | 0.0 | 26* | 11 | 1.0 | 0 | -1.5 | 0.2
CCc1ccc(C(O)c2ncc(-c3cccc4ccccc34)[nH]2)cc1 (centres undefined) | 0 | -70 | 1.2 | -0.2 | / | -10 | -6 | 1.2 | -2 | -1.1 | -1.8
CCOC(=O)c1c(NC(=O)CSc2nc3ccccc3c(=O)n2-c2ccccc2)sc(C(C)=O)c1C | -3 | 1 | 1.6 | 0.0 | -3.0 | 1 | 1 | 0.8 | 2 | -1.1 | -2.0
Cc1cc(C(=O)Nc2ccc(S(=O)(=O)Nc3onc(C)c3C)cc2)cs1 | 0 | -4 | 8.2 | -0.7 | 0.4 | -14 | -5 | 2.9 | -2 | -0.9 | -0.1
C=CCOC(=O)C1=C[C@@H](c2ccc(Br)cc2)C[C@@H](OCc2ccc(CO)cc2)O1 | -4 | 1 | -1.4 | -0.3 | 4.0 | -3 | -9 | 1.4 | 0 | -1.6 | -1.2
CCOC(=O)C1=C(COc2ccc(F)cc2Cl)NC(=O)NC1c1cc(C)ccc1C (centres undefined) | -11 | 0 | 2.1 | 0.2 | -0.1 | -3 | -3 | 0.6 | -2 | -1.2 | -2.6
CCn1c(SCC(=O)NCc2cccs2)nnc1-c1ccco1 | 5 | -9 | 0.2 | -0.6 | 1.4 | -4 | 0 | 0.5 | -3 | -1.4 | 0.8
CCN(CC)C(=O)CSc1nc(O)c(Cc2ccccc2)c(=O)n1-c1ccccc1C | -5 | 0 | 0.2 | 0.1 | 1.4 | -7 | 3 | 1.1 | -3 | -2.0 | 0.4
COC(=O)/C=C/CC(C)OS(N)(=O)=O (centres undefined) | 1 | 3 | -0.1 | 0.6 | 0.9 | 5 | 5 | 1.5 | 0 | -0.9 | 0.2
Cc1ccc(NC(=O)c2ccc(Cl)c(NC(=O)c3cccs3)c2)cc1 | 3 | 13 | 1.4 | 2.3 | -0.9 | -18 | 4 | 5.0 | 5 | -1.1 | -1.2
COc1ccc(CCN2C(=O)C3C4CC(C5C(C(=O)N/N=C\c6ccc(Cl)cc6)=NOC45)C3C2=O)cc1OC (centres undefined) | 0 | 6 | -2.2 | 0.8 | 1.7 | -1 | -2 | 1.7 | -1 | -1.5 | -0.1
COc1cccc(C(=O)Nc2ccc(C(=O)NCC3COc4ccccc4O3)cc2)c1 (centres undefined) | -3 | -6 | 0.5 | -1.7 | / | 3 | -5 | / | -2 | -1.1 | -4.6
CC1CN=C(N(Cc2ccccc2)C(=O)Nc2ccccc2)S1 (centres undefined) | -1 | -10 | 1.6 | 0.0 | 0.7 | -3 | -5 | 1.0 | -1 | -1.0 | 0.2
COc1ccccc1NS(=O)(=O)c1cccc(C(=O)NNC(=O)c2ccc(=O)[nH]c2)c1 | 3 | -8 | 3.4 | 0.2 | 1.5 | 8 | -2 | 0.8 | -1 | -0.8 | -0.4
COc1ccc(S(=O)(=O)NC(=O)C2(C)CCN2C(=O)Cc2ccc(C(C)(C)C)cc2)cc1 (centres undefined) | 1 | -2 | 0.8 | -0.5 | / | -15 | 2 | 1.5 | -1 | -1.4 | -1.4
COc1ccc(C2(C)CC(=O)NC2=O)cc1 (centres undefined) | 2 | 9 | -0.9 | -0.2 | -0.1 | -5 | -1 | -0.8 | -1 | -1.4 | -2.1
Cc1ccnc(NC(=O)Cn2cc([N+](=O)[O-])cn2)c1 | 3 | 4 | 11* | 3.6 | 1.7 | 0 | 5 | 4.7 | 16* | -0.8 | 4.4
O=C(CN(C(=O)CCC(=O)Nc1nccs1)c1ccc(F)cc1)NCc1ccco1 | 0 | 8 | 0.6 | -0.5 | 0.8 | -4 | -2 | -2.2 | 2 | -1.2 | -1.4
CC(=O)Nc1ccc(OCC(=O)NC(C)c2ccc(F)cc2)cc1 (centres undefined) | 1 | 3 | -0.4 | -0.3 | 3.5 | -2 | 3 | -1.9 | -1 | -1.6 | 0.4
COCCN(Cc1ccccc1)C(=O)c1cccc(S(=O)(=O)N(C)c2c(C)n(C)n(-c3ccccc3)c2=O)c1 | 3 | -14 | -0.7 | 2.3 | 0.1 | 14 | -1 | -0.8 | 3 | -1.4 | -0.6
O=C(Nc1ccc(-c2csnn2)cc1)C1CC1 | 6 | -11 | -1.7 | -0.2 | -1.7 | 12 | 6 | 0.5 | -4 | -1.6 | -0.5

Reprinted at random: 3 records from the list.
SMILES | GC-A act | ADAM10 inh | hgDAF-12 ag | DAX1 inh-1 | DAX1 inh-2 | sPLA2-III inh | NPR2 activator | FXN GAA850 act | SMARCA2 activ | ssDAF12 agonist | hcDAF-12 act
CCc1ccc(C(O)c2ncc(-c3cccc4ccccc34)[nH]2)cc1 (centres undefined) | 0 | -70 | 1.2 | -0.2 | / | -10 | -6 | 1.2 | -2 | -1.1 | -1.8
COc1ccc(CCN2C(=O)C3C4CC(C5C(C(=O)N/N=C\c6ccc(Cl)cc6)=NOC45)C3C2=O)cc1OC (centres undefined) | 0 | 6 | -2.2 | 0.8 | 1.7 | -1 | -2 | 1.7 | -1 | -1.5 | -0.1
CC1CN=C(N(Cc2ccccc2)C(=O)Nc2ccccc2)S1 (centres undefined) | -1 | -10 | 1.6 | 0.0 | 0.7 | -3 | -5 | 1.0 | -1 | -1.0 | 0.2

From PubChem

Random draw from the library; overall some 6.6% were active at least once.
